Screening results (PubChem)
SKKanGAS inh – blocks kanamycin growth of S. pyogenes SKKanGAS strain. BacTiter-Glo, 6 h. inhibition, % at 7.5 µM. 1.3% of 300,000 active. AID 1662;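 active = mean replicate score, as percent of positive control median, at least 50; inconclusive = mean below 50 but one replicate at or above 50; inactive = mean and every replicate below 50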;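 note: strain carries kanamycin resistance gene driven by streptokinase promoter and grows in 40 µg/ml kanamycin; loss of luminescence reflects streptokinase promoter inhibition or plain growth inhibition; 0% = median of DMSO wells and 100% = positive control at its reference dose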
KCNQ1 act – potentiates or activates the human KCNQ1 potassium channel | P51787 | CHO-K1 KCNQ1, thallium flux FluxOR fluorescence; hits give high values | B-score at 10 µM | 0.35% of 310,000 active;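 active = fluorescence ratio B-score, a plate-corrected score, at least three library SD, with initial intensity B-score within 5 SD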
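Assay system: stable KCNQ1 CHO-K1 line; medium: assay buffer, equal DMSO in all wells; timing: 90 min dye loading and 20 min compound exposure, both at room temperature; technique: kinetic FluxOR thallium fluorescence, 10-s 1-Hz baseline, 110-s post-stimulus read; read-out basis: B score of baseline-normalized fluorescence ratio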
ANO1 activ – activators or potentiators of mouse TMEM16A chloride channel. HEK293 TMEM16A/YFP-H148Q/I152L, iodide quench fluorescence; hits give low values. B-score at 10 µM. 0.3% of 340,000 active;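 active = fluorescence-ratio B-score plate-corrected deviation score at least 3 library SD below zero, with starting fluorescence score within 5 deviations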;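 note: channel opened by trigger with iodide after compound preincubation; score built on the fluorescence ratio of max minus min over baseline; more negative score means more quench and so TMEM16A activation or potentiation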
Target sequence (Q8BHY3 whole entry, looked up): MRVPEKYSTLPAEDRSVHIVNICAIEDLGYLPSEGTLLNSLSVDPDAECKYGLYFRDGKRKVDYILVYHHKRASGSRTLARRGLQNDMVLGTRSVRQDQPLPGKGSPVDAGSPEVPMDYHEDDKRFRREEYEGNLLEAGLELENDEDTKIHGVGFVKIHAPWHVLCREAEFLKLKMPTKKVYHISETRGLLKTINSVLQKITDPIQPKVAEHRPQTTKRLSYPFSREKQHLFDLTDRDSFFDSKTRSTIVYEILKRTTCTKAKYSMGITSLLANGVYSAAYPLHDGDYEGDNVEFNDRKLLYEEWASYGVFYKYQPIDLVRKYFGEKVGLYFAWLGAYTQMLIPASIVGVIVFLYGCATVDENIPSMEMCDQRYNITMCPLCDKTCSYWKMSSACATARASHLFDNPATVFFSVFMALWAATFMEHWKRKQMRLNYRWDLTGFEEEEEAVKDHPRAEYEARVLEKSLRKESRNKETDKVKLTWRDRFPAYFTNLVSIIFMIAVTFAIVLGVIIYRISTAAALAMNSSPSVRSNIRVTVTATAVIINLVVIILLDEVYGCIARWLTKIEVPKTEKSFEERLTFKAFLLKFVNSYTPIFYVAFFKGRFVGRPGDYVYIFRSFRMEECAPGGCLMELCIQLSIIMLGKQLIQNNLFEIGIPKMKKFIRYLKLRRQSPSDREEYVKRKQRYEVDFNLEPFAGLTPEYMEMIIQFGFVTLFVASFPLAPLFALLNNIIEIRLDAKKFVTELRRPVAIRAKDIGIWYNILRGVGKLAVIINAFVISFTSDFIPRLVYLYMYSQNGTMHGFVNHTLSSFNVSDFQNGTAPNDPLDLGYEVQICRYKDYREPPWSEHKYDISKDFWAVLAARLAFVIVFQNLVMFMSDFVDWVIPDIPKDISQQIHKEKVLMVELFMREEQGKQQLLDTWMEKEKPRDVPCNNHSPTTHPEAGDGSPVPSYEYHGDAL
hERG protect – compounds protecting human hERG from proarrhythmic drug block; Q12809; CHO-hERG, FluxOR thallium flux, dofetilide IC70 present; activation (rescue from dofetilide block), less the hit threshold, % at 10 µM; 0.51% of 310,000 active;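 active = activation above the mean of controls blocked by dofetilide plus 5 SD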;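 note: thallium influx through hERG after potassium depolarization seen as dye fluorescence rise; in these data hits start at about 4.7%; inactives centre near -7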
TMEM16A inh – inhibitors of mouse TMEM16A calcium-activated chloride channel | Q8BHY3 | HEK293 TMEM16A/YFP iodide influx fluorescence, ionomycin | normalized B-score (activity score, 25-100; higher = stronger inhibition) at 10 µM | 1.2% of 310,000 active | AID 588511;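 active = ratio plate-corrected score three or more library SD toward inhibition, starting fluorescence score within five deviations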;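 note: score derived from kinetic fluorescence span divided by baseline fluorescence per well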
KCNK3 block – human KCNK3 channel inhibition, primary screen; B-score at 10 µM; 0.84% of 340,000 active; CHO-KCNK3 thallium flux, FluxOR fluorescence; hits give low values; O14649; AID 602410;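 active = B-score under library mean minus 4 SD, starting fluorescence ratio at most library mean plus 5 SD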;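 note: more negative B-score means stronger inhibition of thallium flux through KCNK3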
RGS4 act – RGS4 potentiation or activation | AID 463111 | B-score at 10 µM | HEK293 M3R/inducible RGS4, carbachol calcium flux Fluo4; hits give low values | 0.92% of 310,000 active;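 active = B-score of the integrated calcium signal more than 4 SD below the library mean, with starting fluorescence not abnormally high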;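 note: negative B-score means reduced calcium response which marks RGS4 activation or potentiation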
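Assay system: Inducible-RGS4 HEK293 cells carrying M3 receptor | Schedule: Compound preincubation 20 min at room temperature before agonist | Signal: Kinetic calcium fluorescence imaging with Fluo4-AM dye, 2 µM | Read-out basis: B score from integrated fluorescence ratio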
RGS4 inh – inhibitors of human RGS4; HEK293 M3R/RGS4 inducible, Fluo-4 calcium flux; hits give high values; triggered by carbachol at its EC20; B-score at 10 µM; 0.45% of 310,000 active; AID 463165;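 active = B-score, a plate-corrected calcium signal, over three deviations above library mean, with baseline fluorescence within five deviations of library mean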;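 note: RGS4 expression induced by doxycycline in cells with stable M3 receptor; B-score is computed from the integrated fluorescence ratio over baseline after carbachol; higher B-score means a larger calcium signal and so more RGS4 inhibition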
Target sequence (P49798 whole entry, looked up): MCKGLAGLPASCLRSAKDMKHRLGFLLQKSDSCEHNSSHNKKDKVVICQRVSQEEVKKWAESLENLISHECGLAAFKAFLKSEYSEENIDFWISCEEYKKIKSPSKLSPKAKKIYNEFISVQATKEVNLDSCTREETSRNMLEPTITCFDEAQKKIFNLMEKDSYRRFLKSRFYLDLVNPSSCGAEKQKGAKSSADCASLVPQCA
KCNQ1 block – human KCNQ1 channel inhibition. P51787. CHO-K1 KCNQ1, FluxOR thallium flux fluorescence; hits give high values. B-score at 10 µM. 1.3% of 310,000 active. AID 2642;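 active = compounds whose thallium flux B-score, printed positive for inhibition, exceeds three library SD while starting fluorescence stays within three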;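 note: channel opened by potassium depolarization with thallium stimulus after 20 min compound exposure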
HDAC3 inhib – blocks human histone deacetylase 3. O15379. inhibition, % at 8.3 µM. 0.15% of 320,000 active. recombinant HDAC3, fluorogenic peptide/trypsin coupled, fluorescence; in the data active = inhibition above about 26%, passing the limit was not always enough; inconclusive = no clear call, values can overlap the other calls
KCNK9 inh – human KCNK9 channel inhibition; B-score at 10 µM; HEK293 KCNK9, FluxOR thallium flux fluorescence; hits give low values; 1.2% of 310,000 active; Q9NPC2;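 active = ratio B-score over 3 SD below the library mean, with starting fluorescence within 5 SD of its mean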;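 note: negative B-score means less thallium flux so channel inhibition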
Active calls of the source: *; i = inactive; u = inconclusive; x = no result given.

SMILES	SKKanGAS inh	KCNQ1 act	ANO1 activ	hERG protect	TMEM16A inh	KCNK3 block	RGS4 act	RGS4 inh	KCNQ1 block	HDAC3 inhib	KCNK9 inh
CC(Oc1ccc2ccc(=O)oc2c1)C(=O)NC1CCN(Cc2ccccc2)CC1 (stereo not given)	-5.2	i	i	-6.3	i	i	i	i	i	-0.8	i
O=C(NC1CCCC1)c1ccc(Br)c(S(=O)(=O)N2CCCCC2)c1	-2.9	i	i	-7.3	i	i	i	i	i	-1.1	i
COc1cc([N+](=O)[O-])ccc1-c1ccc(/C=N/NC(=O)c2ccccc2O)o1	1.6	i	x	-15.3	x	x	i	i	i	x	i
O=C1NCCCC1C(=O)Nc1cccc(C(F)(F)F)c1 (stereo not given)	-2.0	i	i	-3.7	i	i	i	i	i	x	i
O=C(Nc1nc(-c2ccccc2Cl)cs1)c1cccnc1	2.1	i	i	-7.3	i	i	i	i	i	-0.4	i
CCN(CC)S(=O)(=O)c1cc(C(=O)Nc2nncs2)c(Cl)cc1Cl	-9.4	i	i	-3.0	i	i	i	i	i	-2.7	i
COCCCNC(=O)CCCCCNS(=O)(=O)c1ccc(Br)cc1	-39.1	i	i	-16.3	i	i	i	i	i	8.3	i
Cc1ccc(CN2C(=O)c3ccccc3Sc3ccc(C(=O)NCCN4CCOCC4)cc32)cc1	4.5	i	i	-12.7	i	i	i	i	i	0.1	i
CC(C(=O)N1CCOCC1)N1C(=O)C2C3C=CC(C4CC34)C2C1=O (stereo not given)	3.4	i	i	-11.6	i	i	i	i	i	0.0	i
O=C(CNS(=O)(=O)c1c(Cl)cccc1Cl)OCc1csc(-c2ccccc2)n1	-19.3	i	i	-7.7	i	i	i	i	i	5.3	i
Cc1cc(C)c(S(=O)(=O)NCCc2ccncc2)c(C)c1	-2.3	i	i	-4.7	i	i	i	i	i	-7.2	i
Cn1cc(S(=O)(=O)N2CCc3ccccc3C2)c(=O)n(C)c1=O	-0.8	i	i	-5.4	i	i	i	i	i	x	i
CCCCOc1ccccc1NC(=O)c1scc2c1OCCO2	18.3	i	i	-20.0	x	i	i	i	i	x	-11.7*
CCOc1c(Cl)cc(Cl)cc1CNCCNCCO	-7.0	i	i	-6.0	i	i	i	i	i	-7.2	i
C/C(=N\Nc1ccccn1)c1ccc(N2CCOCC2)cc1	2.4	i	i	-2.3	i	i	i	i	i	0.0	i
CCOC(=O)N1CCN(C(=O)c2ccc(NC(=O)CC)cc2)CC1	-10.8	i	i	-19.2	i	i	i	i	i	4.3	i
O=C(Nc1ccccc1C(=O)NCC1CCCO1)c1ccco1 (stereo not given)	-7.0	i	i	-4.9	i	i	i	i	i	1.4	i
Cc1ccc(NS(=O)(=O)c2cccc3nsnc23)cc1C	5.6	i	i	-2.6	i	i	i	i	i	2.1	i
Nc1nc(Cl)nc(N(c2ccccc2)c2ccccc2)n1	-7.5	i	i	-7.3	i	i	i	i	i	-1.3	i
O=C(O)c1ccc(NS(=O)(=O)c2ccc(C(=O)Nc3ccccc3)cc2)cc1	1.9	i	i	-6.5	i	i	i	i	i	-5.2	i
CC1=CC(=C(C#N)C#N)C=C(C)N1Cc1ccc(Cl)cc1	3.7	i	i	-0.7	i	i	i	i	i	8.0	i
O=C(COc1ccc2c(c1)oc(=O)c1ccccc12)NC(Cc1ccc(Cl)cc1)C(=O)O (stereo not given)	10.6	i	i	-3.5	i	i	i	i	i	-16.7	i
COC(=O)C1=CN(C)C=C(C(=O)OC)C1c1ccc(O)c(OC)c1	-6.4	i	i	-10.8	i	i	i	i	i	7.1	i
Cc1ccc(/C=N/NC(=O)Cc2cccn2C)s1	3.5	i	i	-12.8	i	i	i	i	i	7.4	i
O=C(NNC(=S)Nc1ccc(Br)cc1Cl)c1ccncc1	5.2	i	i	-3.0	i	i	i	i	i	1.7	i
CCOC(=O)N1CCC(NC(=O)c2ccc3nc4ccccc4c(=O)n3c2)CC1	0.2	i	x	-4.2	x	x	i	i	i	x	i
Cc1ccc(S(=O)(=O)N(C)C)cc1NC(=O)c1cc(=O)[nH]c2ccccc12	-2.5	i	-6.56*	-10.4	i	i	i	i	i	6.1	i
NC(=O)c1ccc(NC(=O)COC(=O)CCC(=O)c2ccc(Cl)cc2)cc1	-8.2	i	i	-2.4	i	i	i	i	i	6.1	i
CC(=O)Oc1ccc(C(=O)Cc2ccc3ccccc3n2)c(O)c1C	-10.3	i	i	-0.2	i	i	i	i	i	14.0	i
CCOc1cccc(C=NCCc2ccc(OC)c(OC)c2)c1O	-0.8	i	i	-0.1	i	i	i	i	i	-0.9	i
COc1ccccc1OCCC(=O)OCC(=O)Nc1ccc(S(=O)(=O)N2CCOCC2)cc1	-13.7	i	i	-11.2	i	i	i	i	i	-5.3	i
COc1ccc(-n2cnnc2SCc2cnc(-c3ccccc3)s2)cc1	u	i	i	-12.6	i	i	i	i	i	1.0	i
CN1CCN(S(=O)(=O)c2ccc(NC(=S)NC(=O)C3CCC3)cc2)CC1	-4.7	i	i	-8.3	i	i	i	i	i	1.9	i
CC(=O)c1cn(Cc2ccccc2)c(=O)n(Cc2ccc(F)cc2)c1=O	20.0	i	i	-3.4	i	i	i	i	i	5.8	i
Cn1c(=O)[nH]c(=O)c2c1nc(N/N=C/c1cccnc1)n2Cc1ccc(Cl)cc1	5.5	i	i	-5.1	i	i	i	i	i	x	i
CN(C)S(=O)(=O)c1cccc(COC(=O)c2cccnc2Cl)c1	-9.1	i	i	-7.6	25*	i	i	i	i	-0.5	i
COc1ccc(Cl)cc1C(=O)Nc1ccc(NC(=O)C(C)C)cc1	-6.4	i	i	-18.2	i	i	i	i	i	-13.6	i
COc1ccc(S(=O)(=O)N2CCC(Nc3ccccc3Cl)CC2)cc1	-16.2	i	i	-7.1	i	i	i	i	i	-8.5	i
CCCN1CCN(C(=O)c2noc3c2COc2ccc(C)cc2-3)CC1	-4.3	i	i	-10.9	i	i	i	i	i	-2.4	i
C=CCOc1ccccc1CN1CCC(n2nccc2NC(=O)C2CCOC2)CC1 (stereo not given)	-2.5	i	i	-11.8	i	i	i	i	i	5.1	i
CCOC(=O)C1CCCN(C(=O)c2ccc(OC(C)=O)cc2)C1 (stereo not given)	x	i	i	-9.8	i	i	i	i	i	-12.2	i
Cc1cc[n+](-c2nc3ccccc3nc2[N-]S(=O)(=O)c2cccs2)cc1C	-3.5	i	i	-5.9	i	i	i	i	i	7.8	i
COc1ccc(C(=O)N2CCN(C(=O)Cc3ccccc3)CC2)cc1	3.3	i	i	-3.9	i	i	i	i	i	-9.2	i
Cc1ccc(NC(=S)c2ccc3ccccc3n2)c(C)c1	7.0	i	i	-3.6	i	i	i	i	i	8.1	i
CC(=O)Nc1ccc(OCCOc2ccccc2C(C)=O)cc1	-0.4	i	i	-11.2	i	i	i	i	i	0.0	i
O=C(N/N=C/c1ccco1)c1cc(-c2ccc3ccccc3c2)n[nH]1	26.8	i	i	-10.2	i	i	i	i	i	4.9	i
CC(=O)c1ccc(N2CCN(C(=O)CCS(=O)(=O)c3ccc4c(c3)CCN4C(C)=O)CC2)cc1	-1.2	i	i	-11.9	i	i	i	i	i	-2.3	i
CC1=C(C(=O)OC(C)C)C(c2cccc(F)c2)N2C(=O)C(C)SC2=N1 (stereo not given)	1.6	i	i	-14.3	i	i	i	i	i	9.6	-12.6*
Cc1ccc(OCCn2c(=S)[nH]c3ccccc32)c(C(C)C)c1	101.4*	i	i	-9.8	25*	i	i	i	i	-3.7	i
CC(Sc1nn(-c2ccc(Cl)cc2)c(=S)s1)C(=O)NCC1CCCO1 (stereo not given)	-3.1	i	i	-7.6	i	i	i	i	i	-1.5	i
Remaining list, next part:
SMILES	SKKanGAS inh	KCNQ1 act	ANO1 activ	hERG protect	TMEM16A inh	KCNK3 block	RGS4 act	RGS4 inh	KCNQ1 block	HDAC3 inhib	KCNK9 inh
O=C(Nc1ccc(Br)cn1)C1CCCN1S(=O)(=O)c1ccccc1 (stereo not given)	-6.5	i	i	-3.8	i	i	i	i	i	2.3	i
COc1ccc(N(CC(=O)NCCc2ccccc2)C(=O)CCC(=O)Nc2ccccn2)cc1	-1.4	i	i	-2.2	i	i	i	i	i	-0.2	i
CC(=O)c1c(C)[nH]c(C(=O)COc2cc(C)ccc2C(C)C)c1C	7.8	i	i	-9.5	i	i	i	i	i	-0.6	i
COC(=O)c1ccccc1NC(=O)CSc1nccc(C)n1	-1.6	i	i	-6.2	i	i	i	i	i	8.5	i
Cc1cc(-c2nnc(CCC(=O)N3CCN(Cc4cccc(F)c4)CC3)o2)c(C)o1	-0.7	i	i	-11.2	i	i	i	i	i	1.5	i
O=[N+]([O-])c1cc(-c2cnc3ccccc3n2)ccc1Cl	-1.1	i	i	-3.1	i	i	i	i	i	-11.0	i
CCOC(=O)c1ccc(Oc2cc(C)nc(Cl)n2)cc1	8.0	i	i	-10.4	i	i	i	i	i	-1.0	i
CCCCn1c(N)c(N(CC)C(=O)c2ccccc2C)c(=O)[nH]c1=O	-6.6	i	i	-4.5	i	i	i	i	i	2.0	i
COc1ccc(CCNCC(O)COc2cccc(Br)c2)cc1OC (stereo not given)	-8.2	i	i	-7.2	i	i	i	i	i	-5.1	i
C/C(N)=C(/C#N)C(=O)COC(=O)CCSc1ccccc1Cl	-10.9	i	i	0.4	i	i	i	i	i	4.7	i
CCOc1ccc(NC(=O)CN2CCN(CC(=O)Nc3ccc(F)cc3)CC2)cc1	-20.8	x	i	x	i	i	x	x	x	3.6	x
CC1(NC(=O)CCc2nc3sc4c(c3c(=O)[nH]2)CCCC4)CCS(=O)(=O)C1 (stereo not given)	-1.9	i	i	-10.9	i	i	i	i	i	0.1	i
NNC(=O)c1cccc(S(=O)(=O)Nc2cc(Cl)ccc2Cl)c1	11.9	i	i	-13.2	i	i	i	i	i	4.0	i
COCCCNc1nc2ccccc2nc1NS(=O)(=O)c1ccc(Cl)cc1	17.4	i	i	-4.9	i	i	i	i	i	-6.3	i
CC(NC(=O)c1ccc(OC2CCN(Cc3ccccn3)CC2)cc1)c1ccccc1 (stereo not given)	11.1	i	i	-9.5	i	i	i	i	i	-2.3	i
Cc1cc2nc(/C(C#N)=C/c3ccncc3)[nH]c2cc1C	-8.4	i	i	-13.1	i	i	i	i	i	-7.6	i
COCCN(C(=O)CNC(=O)c1ccco1)C(C(=O)NC1CCCCC1)c1cccnc1 (stereo not given)	-2.0	i	i	-5.2	i	i	i	i	i	-2.3	i
CCC1CCCCN1C(=O)N[C@@H](Cc1ccccc1)C(=O)O (stereo not given in full)	1.3	i	i	-5.5	i	i	i	i	i	4.1	i
S=C1NCCNC(=S)NCCOCCN1	5.9	i	i	-1.4	i	i	i	i	i	-8.5	i
COc1ccc(CCC(=O)OCC(=O)Nc2ccccc2OC(F)F)cc1OC	2.4	i	i	-7.0	i	i	i	i	i	1.1	i
